West Nile antiviral: West Nile virus antiviral activity, cell-based, CPE readout (AID 1621). West Nile virus-infected cells, CPE inhibition; higher % means a stronger effect. one-dose CPE inhibition, % at 10 µM; IC50 in µM for titrated hits. hit rate 0.02% among 290,000; in the data active = a potency from the dose series; inconclusive = CPE inhibition mostly from about 3.7% at the one dose, without a potency; inactive = the rest, 99 in 100 with CPE inhibition below about 2.2%; note: strong numbers were not always called active
GPR55 activation: GPR55 agonists via beta-arrestin recruitment, primary screen, imaging, U2OS cells, beta-arrestin-GFP redistribution (AID 1961) | U2OS GPR55 beta-arrestin-GFP redistribution imaging; higher % means a stronger effect | activation, % at 10 µM; hits with a dose series show EC50 in µM | hit rate 0.048% among 290,000;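 active = activation above 40% with more than 50 cells counted in the well; inconclusive = wells holding fewer than 50 cells, flagged as toxic or sparse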;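 note: U2OS osteosarcoma cells stably expressing GPR55 and beta-arrestin-GFP; plate controls were DMSO negative control for no effect and LPI positive control for full effect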
KOR beta-arrestin-1: KOR agonists, beta-arrestin recruitment, primary screen, cell-based, luminescence, uHTS (AID 1777); Kappa-type opioid receptor (Homo sapiens); KOR beta-arrestin recruitment, luminescence; higher % means a stronger effect; activation, % at 10 µM; hits with a dose series show EC50 in µM; hit rate 0.02% among 280,000; in the data active = activation above about 50%, passing the limit was not always enough; note: a part of the inactive calls stands beside numbers as strong as those of hits
GPR55 antagonists: GPR55 antagonists blocking LPI-driven arrestin recruitment, primary screen, imaging, U2OS, beta-arrestin-GFP, LPI agonist (AID 2013). G-protein coupled receptor 55 (Homo sapiens). U2OS GPR55 beta-arrestin-GFP translocation imaging, LPI antagonism; higher % means a stronger effect. inhibition, % at 10 µM, or IC50 in µM where a hit was titrated. hit rate 0.13% among 290,000;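 active = spots per cell inhibited over 60%, with over 100 cells counted and total cytoplasm intensity under 500,000; inconclusive = wells with under 100 cells, flagged as likely toxic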;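 note: U2OS cells stably carrying GPR55 and arrestin-GFP stimulated by 5 µM LPI near EC80; imaged beta-arrestin-GFP aggregate spots per cell after agonist stimulation; plate controls were LPI-stimulated DMSO wells for no effect and DMSO wells without LPI for full effect; some results filed as inactive read as strong as hits; confirmed hits need IC50 under 10 µM and bright autofluorescent wells are also inconclusive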
KOR beta-arrestin-2: KOR antagonists, beta-arrestin recruitment, cell-based, luminescence, uHTS (AID 1778); hit rate 0.091% among 290,000; one-dose inhibition, % at 10 µM; IC50 in µM for titrated hits; KOR beta-arrestin recruitment, luminescence, antagonist mode; higher % means a stronger effect; Kappa-type opioid receptor (Homo sapiens); in the data active = inhibition above about 50%; note: strong numbers were not always called active
NTR1 agonist: agonists of NTR1, primary screen, imaging, U2OS cells, beta-arrestin-GFP, high content (AID 493036); activation, % at 20 µM; NTR1-U2OS beta-arrestin-GFP spot imaging, agonist mode; hit rate 0.17% among 330,000;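 active = activation at or above 40% of the spot to cytoplasm intensity ratio, with at least 20 cells analyzed; inconclusive = wells under 20 cells, flagged as cytotoxic or low count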;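 note: 0% = DMSO without peptide and 100% = 100 nM NTR1 peptide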
Target sequence (P30989 whole entry, looked up): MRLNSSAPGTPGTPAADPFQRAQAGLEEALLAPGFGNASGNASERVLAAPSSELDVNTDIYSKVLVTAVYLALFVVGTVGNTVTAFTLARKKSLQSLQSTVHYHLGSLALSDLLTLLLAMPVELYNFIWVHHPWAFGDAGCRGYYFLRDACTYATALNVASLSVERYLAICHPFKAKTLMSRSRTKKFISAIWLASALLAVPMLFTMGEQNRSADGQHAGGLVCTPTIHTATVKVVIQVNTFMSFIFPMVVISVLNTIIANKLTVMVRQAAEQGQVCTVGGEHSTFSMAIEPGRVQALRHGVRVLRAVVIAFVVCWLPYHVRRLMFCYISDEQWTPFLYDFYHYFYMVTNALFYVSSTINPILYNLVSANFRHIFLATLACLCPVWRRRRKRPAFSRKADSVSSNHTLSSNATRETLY
GPR35 arrestin U2OS: GPR35 antagonists blocking zaprinast-driven arrestin recruitment, primary screen, imaging, U2OS, beta-arrestin-GFP, zaprinast agonist (AID 2058). U2OS GPR35 beta-arrestin-GFP translocation imaging, zaprinast antagonism; higher % means a stronger effect. hit rate 0.052% among 290,000. inhibition, % at 10 µM; hits with a dose series show IC50 in µM. G-protein coupled receptor 35 (Homo sapiens);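 active = inhibition of at least 50% with at least 30 cells and total cytoplasm GFP at most 10,000,000; inconclusive = under 30 cells or total GFP of 10,000,000 plus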
T cell HTS: modulators of CD8 T cell-vesicle binding, primary screen, mouse 2C CD8+ T cells, flow cytometry | 2C CD8+ T cell-vesicle binding; hits give low values | calls only at 7 µM | hit rate 0.068% among 330,000 | AID 2052, 2009;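 active = response, share of CD8 T cells binding vesicles, and their 90th percentile fluorescence all below set limits, cut at about 80% in these data, passing the limit was not always enough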
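Benchmarks: naked versus QL9-loaded vesicles / Assay system: purified 2C TCR transgenic mouse naive CD8+ T cells / Technique: high-throughput flow cytometry with anti-B7-1 and anti-CD8 staining / Timing: Cell–vesicle co-incubation 1.5 h at 37 °C, staining 20 min on ice / Read-out: percent CD8+ FL2 mean versus row control / Probe or stimulus: QL9-loaded Drosophila micro-vesicles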
PhoP inhibition: inhibitors of PhoP regulon expression, primary screen, Salmonella Typhimurium, GFP reporter (AID 1863); S. Typhimurium PhoP-regulated promoter GFP reporter, 4 h; higher % means a stronger effect; inhibition, % at 50 µM, or IC50 in µM where a hit was titrated; hit rate 0.16% among 300,000;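 active = inhibition over 29.93%, a cutoff 3 SD above the screen mean, later confirmed by dose response; inconclusive = inhibition over 29.93% but no dose response follow-up; inactive = inhibition at most 29.93% or unconfirmed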;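 note: 0% = low Mg2+ inducing control and 100% = high Mg2+ repressing control; strong numbers were not always called active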
T cell HTS vesicle-bound %: recorded beside T cell HTS, whose call it bears; double positive events, %; measured here: CD8+ vesicle-bound cell fraction;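 binding gate set so that unloaded-vesicle control wells show 10% double positive cells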
NTR1 agonist cell count 20 µM: further read-out of NTR1 agonist, marked with its call; cell count; measured here: cell count, cytotoxicity flag
* hit, by the source's call; i = inactive; ? = inconclusive; . = not tested or not shown; [ ] = another dose, or the depositor's remark.

SMILES	West Nile antiviral	GPR55 activation	KOR beta-arrestin-1	GPR55 antagonists	KOR beta-arrestin-2	NTR1 agonist	NTR1 agonist cell count 20 µM	GPR35 arrestin U2OS	T cell HTS	T cell HTS vesicle-bound %	PhoP inhibition
CCN1CN(CCc2ccccc2)CNC1=S	0.3%	-0.2%	-3.6%	5%	24%	0.9	42	-4%	i	22	-14%
Cn1c(C(C#N)C2=C(Cl)C(=O)N(c3ccccc3)C2=O)nc2ccccc21 (stereo unspecified)	0.3%	-0.3%	-6.2%	-16%	-8%	4.2	50	-9%	i	42	-6%
O=C(Nc1ccc(OC(F)F)cc1)c1cc(S(=O)(=O)N2CCOCC2)ccc1F	-0.1%	-0.1%	0.0%	9%	-6%	2.2	61	-10%	i	63	0%
CCOP(=O)(OCC)c1nc(-c2cccc3ccccc23)oc1NCc1ccc(OC)cc1	-1.3%	-0.4%	-3.8%	-6%	-16%	2.7	39	-24%	i	32	-2%
COc1ccc(NC(=O)NC2CCCc3ccccc32)cc1OC (stereo unspecified)	-0.6%	0.0%	-0.2%	11%	11%	1.6	64	-6%	i	66	2%
O=C(c1ccc(C(F)(F)F)cc1)N1CCC(=O)N(C(COCc2ccccc2)Cc2ccccc2)CC1 (stereo unspecified)	-0.8%	0.2%	2.6%	19%	-2%	11	80	1%	.	.	3%
CN(C)c1nc(NCc2ccccc2)nc(SCC(=O)Nc2ccccc2)n1	-1.1%	-0.2%	2.4%	-10%	-24%	7.3	48	7%	i	17	15%
Cn1c(=O)[nH]c(=O)c2c1nc(SCC(N)=O)n2Cc1cccc(Br)c1	1.9%	-0.2%	2.6%	-8%	-4%	-0.1	85	-5%	i	54	0%
Cc1oc2c(C)c3oc(=O)c4c(c3cc2c1C)CCC4	-0.2%	0.2%	3.4%	-2%	1%	.	.	-22%	.	.	6%
CSCCC(NC(=O)c1ccccc1)c1nc(-c2ccccc2)no1 (stereo unspecified)	-0.1%	0.2%	4.7%	14%	18%	-1.3	92	3%	.	.	-7%
Cc1nc(-c2noc(-c3ccccc3Cl)n2)c(C(F)(F)F)o1	-0.3%	0.2%	0.4%	13%	19%	2.1	36	2%	i	18	-5%
COc1ccc(C2OC(=O)C(C)(C)C(=O)C2(C)C)cc1OC (stereo unspecified)	0.3%	-0.1%	-4.2%	13%	10%	-0.2	52	14%	i	44	-7%
CC(C)OP(=O)(c1ccc(N(C)C)cc1)C(O)c1ccc(N(C)C)cc1 (stereo unspecified)	-0.6%	-0.1%	1.7%	4%	-23%	-0.6	93	4%	i	53	.
CC(=O)c1c(C)[nH]c(C(=O)OCC(=O)Nc2sc3c(c2C#N)CCCC3)c1C	-2.4%	-0.4%	-0.6%	1%	-30%	7.9	101	3%	i	61	-17%
Cc1cccc(N(C(=O)c2ccc(Cl)cc2)C2CS(=O)(=O)CC2OC(=O)c2ccc(Cl)cc2)c1 (stereo unspecified)	-1.0%	0.0%	4.2%	30%	-14%	8.2	36	25%	i	11	-10%
COc1cc2cc(C#N)c(SCC(=O)N3CCOCC3)nc2cc1OC	1.6%	-0.2%	-1.8%	5%	4%	-0.8	80	-8%	i	60	2%
Nc1nnc(SCC(=O)OCc2ccc(F)cc2)s1	0.1%	0.2%	-1.3%	3%	20%	0.5	56	-11%	i	31	1%
C[C@H]1C=C(C(=O)NCc2nc3ccccc3[nH]2)O[C@@H](OCCCCO)C1	-0.1%	.	.	.	.	-2.8	87	.	i	18	-6%
Cc1ccc(C)c(-c2nc3ccc(N)cc3[nH]2)c1	-0.2%	0.0%	-2.8%	16%	41%	-0.8	86	-14%	i	28	36%
CC[N+](CC)(CC#Cc1ccccc1)CC(=O)c1ccc(Cl)cc1	-0.2%	-0.4%	9.0%	3%	15%	0.8	72	-16%	i	21	2%
CCOC(=O)Cc1csc(NS(=O)(=O)c2ccc(OC)cc2)n1	0.5%	0.0%	-4.2%	-4%	-4%[20 µM]	1.3	52	-4%	i	25	0%
CCOc1cc(C(=O)CSc2nnc(CNc3ccc(Cl)cc3)o2)ccc1NC(=O)CC	-0.7%	-0.1%	-2.9%	-9%	-77%	17	58	19%	i	27	-10%
CC(C)C(=O)Nc1c2c(nc3ccccc13)N(C)CC2	-0.7%	-0.1%	-1.0%	-8%	3%	-1.4	59	-10%	i	15	27%
O=C(Cc1ccc([N+](=O)[O-])cc1)NC1CCCCCC1	0.1%	0.5%	-5.1%	-2%	-64%[20 µM]	0.9	44	-4%	i	55	-4%
COc1cc(/C=N\NC(=O)c2ccc(C)nc2)ccc1OC(=O)c1cccc(F)c1	0.2%	1.0%	-0.8%	-8%	-13%	-1.4	52	2%	i	23	1%
C=C(C)CSc1nnc(-c2ccc(C)cc2)n1N	-0.6%	-0.1%	-3.1%	4%	-4%	-1.3	63	0%	i	52	8%
COc1ccc(S(=O)(=O)Nc2c(C(=O)O)[nH]c3ccccc23)cc1OC	0.6%	0.1%	0.2%	4%	-47%	0.4	44	4%	i	48	4%
O=C(O)c1cccc(NS(=O)(=O)c2ccc(C3CCCCC3)cc2)c1	1.4%	12%	.	-12%	-9%[20 µM]	1.0	78	9%	i	52	-11%
CCOC(=O)/C=C/C(=O)Nc1nccs1	?	0.1%	2.8%	2%	14%	-0.7	64	-1%	i	38	21%
COC(=O)[C@@H](NC(=O)c1cc(COc2cncc(Cl)c2)on1)c1ccccc1	0.1%	-0.1%	7.6%	4%	-14%	0.2	62	1%	i	14	7%
Cc1cc(Cl)c(S(=O)(=O)N2CCN(c3ccccc3)CC2)cc1OCC(N)=O	-0.1%	-0.4%	5.4%	1%	3%	-1.1	94	14%	i	25	3%
C=C1Cn2c(nnc2-c2ccc(Cl)cc2)S1	0.0%	-0.2%	-7.5%	4%	21%	0.2	52	5%	i	62	-8%
CN(c1ccc(C(=O)NCc2ccco2)cc1)S(C)(=O)=O	-0.2%	-0.1%	-1.3%	-4%	11%	3.0	85	9%	i	58	2%
CCOC(=O)c1c(C)nc(-c2ccccc2)nc1NC(=O)C(C)C	0.8%	-0.1%	5.5%	14%	-34%	2.4	69	20%	i	41	-2%
O=C1CCCN1CCCNS(=O)(=O)c1ccc(F)cc1F	-0.2%	0.4%	4.6%	-8%	13%	3.3	68	4%	i	48	-15%
Cc1cc(NC(=O)C2CCN(S(=O)(=O)c3cnc[nH]3)CC2)ccc1Br	0.4%	-0.1%	-3.0%	-4%	15%	-5.1	96	-1%	i	40	1%
O=C(O)C1C2C=CC(O2)C1C(=O)NCCCn1ccnc1 (stereo unspecified)	0.0%	0.3%	-3.9%	6%	22%	1.4	46	-10%	i	52	23%
CC1(C)CC(NS(=O)(=O)c2ccc(S(=O)(=O)N3CCOCC3)cc2)CCO1 (stereo unspecified)	-0.8%	-0.6%	-6.5%	-8%	15%	-1.2	81	11%	i	15	-9%
Cc1nnsc1SC(C)C(=O)O (stereo unspecified)	0.4%	0.2%	2.5%	-16%	-10%	3.0	73	7%	i	18	-6%
O=C1NC2=C(C(=O)CCC2)C(c2ccccc2)N1 (stereo unspecified)	0.1%	-0.2%	9.8%	?	-25%	2.7	54	28%	i	52	-4%
O=C(CCC1CCCN(C(=O)c2ccc3[nH]ccc3c2)C1)N1CCN(c2ccccn2)CC1 (stereo unspecified)	-0.2%	-0.1%	.	2%	1%[20 µM]	2.1	41	8%	i	17	1%
NC(=O)c1c(NC(=O)c2cccc(N3C(=O)CCC3=O)c2)sc2c1CCCCC2	0.0%	0.0%	2.1%	8%	-2%	-1.0	57	7%	i	18	2%
CCc1nnc(NC(=O)c2cc(S(=O)(=O)N3CCN(c4ccccc4)CC3)ccc2Cl)s1	-0.3%	0.7%	-3.0%	6%	9%	3.9	52	2%	i	39	9%
COC(=O)CCCCC1SCC2NC(=O)NC21O (stereo unspecified)	0.4%	0.3%	-3.5%	-6%	-10%	-0.5	45	-15%	i	22	7%
COCCNC(=S)Nc1ccc([N+](=O)[O-])cc1C	-0.1%	-0.1%	3.1%	11%	-15%	-0.2	35	-12%	i	26	-10%
c1ccc(N2CCN(c3nc(-c4ccccn4)nc4ccccc34)CC2)cc1	-0.4%	0.0%	0.3%	15%	1%	11	53	-10%	i	42	12%
O=C(N/N=C/c1c[nH]c2ccccc12)c1cccs1	0.5%	-0.1%	-4.2%	11%	0%	0.3	49	-3%	i	23	-8%
COCCN(C(=O)CNC(=O)c1ccco1)C(C(=O)NC1CCCCC1)c1cccc(OC)c1 (stereo unspecified)	-0.4%	0.2%	-4.1%	4%	12%	3.1	64	8%	i	30	-12%
COc1cc(-c2nc3cnccn3c2Nc2c(C)cccc2C)ccc1O	-0.3%	-0.1%	-0.1%	0%	-3%	0.9	49	8%	i	27	-3%
COC(=O)c1cc(C)sc1NC(=O)CC1Nc2ccccc2NC1=O (stereo unspecified)	0.7%	0.1%	-0.3%	-3%	-40%	.	.	-10%	.	.	1%
Brc1cnc(N2CCCCC2)nc1N1CCOCC1	-0.2%	-0.1%	.	0%	-25%	-4.5	76	9%	i	43	11%
CN(Cc1ccccc1)CC1CCCN(CCc2ccccc2F)C1 (stereo unspecified)	-0.5%	-0.3%	2.0%	16%	-4%	-0.5	68	2%	i	58	0%
O=C(NC(=S)Nc1ccccc1N1CCCC1)c1ccc(-c2cccc([N+](=O)[O-])c2)o1	0.3%	-0.1%	4.3%	0%	-43%	3.8	83	-21%	i	53	10%

From PubChem
